GlmU inhibition = inhibition of mycobacterial GlmU enzyme – biochemical, glucosamine-1-phosphate acetyltransferase (AID 1376); inhibition, %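 (tested at 30 µM in the primary screen)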; hits with a dose series show IC50 in µM; actives 0.25% (n = 220,000); M. tuberculosis GlmU acetyltransferase enzyme assay; higher % means a stronger effect; Bifunctional protein GlmU (Mycobacterium tuberculosis (strain ATCC 25618 / H37Rv)); in the data active means inhibition above about 13%;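 further: 0% = complete reaction with vehicle and 100% = reaction without substrate; strong numbers were not always called active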
Mtb RmlCD inh = M. tuberculosis RmlC/RmlD coupled enzyme inhibitors, primary screen, biochemical, compound mixtures, 384-well, from 1536-well plates; dTDP-4-dehydrorhamnose reductase (Mycobacterium tuberculosis (strain ATCC 25618 / H37Rv)) …; RmlC+RmlD coupled enzyme assay, percent inhibition; primary screen in compound mixtures; inhibition, % at 3.6 µM; actives 0.03% (n = 160,000); in the data active means inhibition mostly above about 34%, no sharp cut-off; further: some results filed as inactive read as strong as hits
Target sequence (P9WH09 whole entry, looked up): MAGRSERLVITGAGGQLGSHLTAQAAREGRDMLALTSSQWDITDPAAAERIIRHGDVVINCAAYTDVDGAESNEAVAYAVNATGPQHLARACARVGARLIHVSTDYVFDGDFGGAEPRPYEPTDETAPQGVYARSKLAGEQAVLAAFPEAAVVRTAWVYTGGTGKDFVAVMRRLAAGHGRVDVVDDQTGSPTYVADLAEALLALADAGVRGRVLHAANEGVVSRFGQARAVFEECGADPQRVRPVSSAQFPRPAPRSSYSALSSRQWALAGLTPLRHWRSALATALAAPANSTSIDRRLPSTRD
Target sequence (P9WH11 whole entry, looked up): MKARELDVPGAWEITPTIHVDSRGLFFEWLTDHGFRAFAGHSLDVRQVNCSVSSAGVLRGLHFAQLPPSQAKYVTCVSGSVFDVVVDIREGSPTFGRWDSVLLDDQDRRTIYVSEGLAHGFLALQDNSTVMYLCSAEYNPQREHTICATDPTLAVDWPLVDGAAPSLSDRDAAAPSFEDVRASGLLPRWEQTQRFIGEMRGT
* hit, by the source's call; . = not tested or not shown; & = joins results of further samples. An excerpt; rates above refer to the full screens.

SMILES	GlmU inhibition	Mtb RmlCD inh
C=CCn1c(CNc2ccccc2)nnc1SCC(=O)N/N=C/c1ccc(O)cc1O	-2.0%	.
O=C(CCN1C(=O)c2ccccc2C1=O)Nc1cccnc1	2.5%	.
COc1ccc(OC)c(NC(=O)CS(=O)(=O)c2ccccc2)c1	0.2%	3
CCCOc1cccc(C(=O)N(Cc2cccs2)C2CCS(=O)(=O)C2)c1 (stereo not drawn)	0.0%	14
CCOC(=O)N1CCC(NC(=O)c2cnn3ccccc23)CC1	-3.0%	6
CCn1cc(C(=O)O)c(=O)c2cnc(N3CCN(C(=S)NC(=O)c4ccccc4Cl)CC3)nc21	-3.8%	.
CCOC(=O)C1CCCN(C(=O)c2cn(C)c(=O)c3cc(OC)c(OC)cc23)C1 (stereo not drawn)	4.8%	.
CC(C)CCn1cnc2c(sc3nc4c(cc32)CSC(C)(C)C4)c1=O	1.0%	11
COc1ccnc(Nc2ccc(C)c(C)c2)c1C#N	-1.8%	-5
COc1cccc(C2=NN(C(=O)CCCC(=O)O)C(c3cccs3)C2)c1 (stereo not drawn)	3.0%	-2
CCN(CC(=O)NCc1cccs1)S(=O)(=O)c1ccc([N+](=O)[O-])cc1	0.0%	2
O=C(NCC1CCCO1)C1CCN(S(=O)(=O)N2CCCC2)CC1 (stereo not drawn)	1.1%	.
COc1ccc(OC)c(C(c2nnnn2C2CCCC2)N2CCN(c3ccccc3F)CC2)c1 (stereo not drawn)	0.5%	-4
COc1ccc(CCNc2oc(-c3cccc4ccccc34)nc2P(=O)(OC)OC)cc1OC	-0.3%	-14
C=CCNC(=O)CC(=O)N/N=C/c1ccccc1F	-4.3%	8
Clc1ccc(CN2CCC(Cc3ccccc3)CC2)cc1	-0.4%	-6
O=C(COC(=O)c1cccc(S(=O)(=O)N2CCc3ccccc32)c1)Nc1ncc(Cl)cc1Cl	4.5%	17
CCOc1ccc(CC2c3cc(OCC)c(OCC)cc3CCN2C(=O)c2cc(OC)c(OC)c(OC)c2)cc1OCC (stereo not drawn)	0.5%	.
O=C(Nc1ccccc1Cl)N1CCCN(c2nc(-c3ccccc3)ns2)CC1	7.1%	-6
Cn1c(Cc2csc(N)n2)nnc1SCC(=O)NCc1ccccc1	5.1%	36

In the list so far, two contain a COOH group.
SMILES	GlmU inhibition	Mtb RmlCD inh
CCn1cc(C(=O)O)c(=O)c2cnc(N3CCN(C(=S)NC(=O)c4ccccc4Cl)CC3)nc21	-3.8%	.
COc1cccc(C2=NN(C(=O)CCCC(=O)O)C(c3cccs3)C2)c1 (stereo not drawn)	3.0%	-2

New compounds follow:
SMILES	GlmU inhibition	Mtb RmlCD inh
COc1ccc(C2NC(=O)C(C#N)=C(S)N2c2ccc(C)cc2)cc1OC (stereo not drawn)	0.8%	-3
Cc1cc(S(=O)(=O)NCC(c2ccccc2)c2ccccc2)ccc1-n1cnnn1	6.2%	.
Cc1cc(C)c2c(N)c(C(=O)C(C)(C)C)sc2n1	-6.8%	39
COc1ccc(NC(=O)c2cnc3n(c2=O)CCS3)cc1OC	10%	-51
COC(=O)C1=CN(C2CCCCC2)C=C(C(=O)OC)C1c1ccc2c(c1)OCO2	-5.9%	-9
COC(=O)C1=C(C)N(Cc2ccco2)C(=O)N[C@@H]1c1ccc(Br)cc1	2.8%	.
O=C(CCc1n[nH]c(=O)[nH]c1=O)Nc1cccc([N+](=O)[O-])c1	0.2%	9
O=C(O)CCCCNS(=O)(=O)c1ccc(Cl)c(C(F)(F)F)c1	-5.6%	-5
COC(=O)CCC(=O)NNC(=O)Cc1ccccc1	8.0%	9
COc1ccc(/C=C/CN2CCCC(CO)(Cc3cccc(Cl)c3)C2)cc1 (stereo not drawn)	-6.1%	6
O=C(c1ccc(F)cc1)N1CCC(n2nnc3ccccc32)CC1	0.2%	3
Cc1nnc(SCC(=O)N2CCc3ccccc32)n1-c1ccccc1	-2.8%	1
C/C(=N\NC(=O)c1ccc(CSc2nc(C)cc(C)n2)cc1)C1CCCCC1	-2.8%	6
COC(=O)Cn1cnc2c(C#N)c3n(c2c1=O)CCCC3	2.0%	.
O=C(NCc1ccccc1)C1CC(=O)N(C2CCCCCC2)C1 (stereo not drawn)	0.9%	-10
CC(C)(C)C(=O)N=C1SC2CS(=O)(=O)CC2N1c1ccc2c(c1)OCO2 (stereo not drawn)	1.6%	5
CN(CC(=O)Nc1ccc(C#N)cc1)Cc1ccc(Cl)c(Cl)c1	-0.9%	-17
O=C(COC(=O)COc1cccc(F)c1)NCCC1=CCCCC1	1.5%	-6
CCCCC(=O)NCc1ccc(Cl)cc1	-6.9%	10
CNc1nc(Nc2ccc(C)c(Cl)c2)nc(N)c1[N+](=O)[O-]	0.4%	-13
Cc1nn(C)c(C(=O)N2CCc3ccccc32)c1Br	1.3%	21
CCOC(=O)c1c(-c2ccc(C)o2)csc1NC(=O)COC(=O)c1cccs1	2.6%	16
O=[N+]([O-])c1cccnc1N1CCN(c2ccc(F)cc2)CC1	2.8%	7
CCOC(=O)c1ccc(NC(=S)NCCC2=CCCCC2)cc1	-1.0%	10
Cc1cc(C(=O)N/N=C/c2cc(Br)cc(Br)c2OC(=O)c2cccc(F)c2)n[nH]1	-1.0%	.
CS(=O)(=O)N(Cc1ccc(Cl)cc1)c1ccc(C(=O)NCCSCc2ccco2)cc1	4.0%	.
COc1ccc(C(=O)N2CC3(C)C4CCC3(C)C2(C#N)C4)cc1OC (stereo not drawn)	0.1%	4
CCc1nnc(NC(=O)CSc2nccn2-c2cc(C)cc(C)c2)s1	2.8%	-8
Cc1ccc(NC(=S)Nc2c(C)n(C)n(-c3ccccc3)c2=O)cc1Cl	3.7%	-8
O=C(O)C1CCCCC1C(=O)Nc1cccc(C(=O)N2CCCCC2)c1 (stereo not drawn)	1.3%	0
COc1ccc(NC(=O)c2cc(-c3cccs3)on2)cc1OC	-0.5%	-7
O=C1CC2c3ccccc3C1C1C(=O)N(Cc3ccccc3)C(=O)C21 (stereo not drawn)	-0.3%	-16
CCn1c(COc2ccc3c(c2)OCO3)nnc1SCC(=O)c1ccccc1	7.2%	.
COC(=O)N/N=C(\C)c1ccc(-n2ccnc2)cc1	9.9%	-8
COc1ccc(CC(=O)NCc2nnc(SCCOc3ccccc3)n2C)cc1	0.8%	-11
O=C1CCC(C(=O)NCCCn2ccnc2)N1 (stereo not drawn)	5.4%	-6
CN1CCN(CC(=O)Nc2ccccc2[N+](=O)[O-])CC1	3.9%	-8
COc1ccc(CCNC(=O)CCn2c(SCC(=O)N3CCCC3)nc3ccccc3c2=O)cc1OC	4.1%	.
Cn1c(=O)c(C(=O)c2ccccc2)nc2ccccc21	-7.0%	63
CCOc1ccc(CCNC(=O)C2CCN(c3nn4c(=O)cc(C)nc4s3)CC2)cc1OCC	1.8%	-5
CC(C)CNC(=O)COc1ccc(Sc2ccc(OCC(=O)NCC(C)C)cc2)cc1	-1.3%	.
CC12CCC(C(=O)O)(C/C1=N\O)C2(C)C (stereo not drawn)	-1.7%&4.8%	12
CCc1c(C)nc(SCC(=O)Nc2cccc(Br)c2)[nH]c1=O	1.6%	10
COc1ccc(CCN=C(N)C(C)c2ccccc2)cc1OC (stereo not drawn)	0.0%	-10
CNC(=O)COC(=O)c1ccccc1C(=O)c1ccc(Cl)c([N+](=O)[O-])c1	2.0%	4
CC(NC(=O)c1cccc(N2CCCC2=O)c1)c1ccc2c(c1)OCCO2 (stereo not drawn)	-1.9%	-7
COc1cc2c(cc1OC)C(Cc1ccc(O)cc1)NCC2 (stereo not drawn)	-0.3%	.
O=C(COn1nnc2ccc(Cl)cc21)NCc1ccccc1	-0.8%	.
CCNc1nc(NC(C)CC)nc(Oc2ccc(=O)[nH]n2)n1 (stereo not drawn)	-5.0%	.
CCC(C)(C)n1nnnc1CN1CCN(C(c2ccccc2)c2ccccc2)CC1	3.2%	.
Other compounds.
SMILES	GlmU inhibition	Mtb RmlCD inh
C=CCNC(=S)NCc1ccc(CNC(=S)NCC=C)cc1	-0.4%	9
O=C(O)c1ccc2c3c(cccc13)C(=O)N(c1ccccc1)C2=O	5.5%	-16
O=P(c1ccccc1)(c1ccccc1)c1nc(-c2ccccc2)oc1N1CCOCC1	5.4%	-3
CNC(=O)N(O)C1N(C)C(=O)N(Cc2ccccc2)C1(C)C (stereo not drawn)	-3.4%	.
Cn1c(=O)c2cc(S(=O)(=O)Nc3cccc(F)c3)ccc2n(C)c1=O	.	13
CCS(=O)(=O)n1nc(-c2ccc(Cl)cc2)nc1N	7.2%	-4
O=C(NCc1ccco1)C1CCN(c2nnc(-n3cccc3)s2)CC1	-2.2%	19
S=C(NC1CCCCC1)N1CCN(c2ccccn2)CC1	1.3%	5
CCOc1ccc(N/C(SCc2cccc([N+](=O)[O-])c2)=C(/C#N)C(N)=O)cc1	-0.9%	-7
COc1ccc(N2C(=O)c3ccccc3NC23CCC(C)CC3)cc1 (stereo not drawn)	-0.8%	.
CC1(C)NC(=O)N(CCOCCOc2ccc3ccccc3c2Br)C1=O	-1.3%	.
O=C(O)/C=C/C(=O)N1CCN(C(c2ccccc2)c2ccccc2)CC1	-2.5%	-11
COc1ccc(NC(=O)COC(=O)c2cc(OC)c(OC)cc2NC(=O)c2ccco2)cc1OC	-0.8%	.
Oc1cc(Cl)ccc1Oc1ccc(Cl)cc1Cl	3.2%	.
CCCC(=O)Nc1ccc2nc(SCC(=O)Nc3nccs3)sc2c1	.	14
Nc1c(C(=O)O)cnc2nc(N3CCOCC3)nn12	2.2%	-6
COC(=O)CN1C(C)=Nc2ccc(Br)cc2C1c1ccccc1 (stereo not drawn)	-2.5%	-4
O=C1CCCC2=C1C1c3ccccc3C(=O)N1c1ccc(C(=O)c3ccccc3)cc1N2 (stereo not drawn)	0.1%	.
CC(C)(C)c1ccc(C(CC(=O)O)NC(=O)c2ccccc2F)cc1 (stereo not drawn)	-1.5%	11
COc1cccc(/C=C2\SC(N)=NC2=O)c1OS(=O)(=O)c1ccccc1	-0.3%	12
COc1ccc(-c2nc3c(c(=O)c4ccccc4n3C)c(=O)n2Cc2ccccc2)cc1	1.1%	-4
COCC(=O)Nc1nc2n(n1)C(c1ccc(Cl)cc1)CC(c1ccc(OC)cc1)N2 (stereo not drawn)	-1.9%	9
CN(C1CCCCC1)S(=O)(=O)c1ccc(C(=O)O)cc1	2.0%	.
COc1ccc(/C=C2/CC/C(=C\c3ccc(OC)c(OC)c3OC)C2=O)c(OC)c1OC	-5.4%	43
CCNS(=O)(=O)c1ccc2nc(NC(=O)c3cccnc3)sc2c1	2.4%	4
O=C(NC(=S)Nc1ccc(C(=O)N2CCOCC2)cc1)c1ccc([N+](=O)[O-])cc1	3.5%	-8
CCOC(=O)/C(C#N)=C/c1c(Oc2cc(C)cc(C)c2)nc2ccccn2c1=O	1.4%	8
O=C(c1cccnc1Nc1ccc2c(c1)CCC2)N1CCOCC1	-4.7%	.
CC1(C)CSC(=S)N1S(=O)(=O)c1ccccc1	-2.9%	-6
CCOc1ccc(C2N(c3cc(Cl)ccc3OC)C(=O)C3CCCN32)cc1OC (stereo not drawn)	6.1%	-5
Cc1ccc(CNC(=O)CNS(=O)(=O)c2cccc3nsnc23)cc1	-4.6%	5
Cc1cc(NC(=O)c2ccco2)ncc1NC(=O)Cc1ccccc1	-7.2%	.
O=C(Nc1ccc(Nc2ccccc2)cc1)N1CCOCC1	-1.5%	20
O=C1CCS/C(=N\N=C\c2ccc(Cl)cc2Cl)N1	7.5%	.
Nc1c(NCCc2ccccc2)c2ccccc2oc1=O	0.6%	11
O=C(NNc1cccc(Cl)n1)Nc1ccccc1Cl	2.3%	8
COc1ccc(Cl)cc1N1C(=O)C2CCCN2C1c1cccc(F)c1 (stereo not drawn)	8.9%	.
O=C(NCC1CCCN(Cc2ccc3nonc3c2)C1)c1cccc(C(F)(F)F)c1 (stereo not drawn)	3.4%	-13
CCOC(=O)c1ccc(NC(=S)N(Cc2cccnc2)Cc2ccco2)cc1	7.2%	-14
Cn1cc(S(=O)(=O)N2CCN(c3ccccc3)CC2)c(=O)n(C)c1=O	-6.9%	-4
COc1cc(NC(=S)NC(=O)c2ccccc2C)ccc1NC(=O)c1cccs1	-3.0%	17
CCOc1ccc(NC(=O)CN2CC(c3ccccc3)CC2=O)cc1 (stereo not drawn)	2.5%	6

Among those listed so far, these have two or more sulfur atoms.
SMILES	GlmU inhibition	Mtb RmlCD inh
CCCOc1cccc(C(=O)N(Cc2cccs2)C2CCS(=O)(=O)C2)c1 (stereo not drawn)	0.0%	14
CC(C)CCn1cnc2c(sc3nc4c(cc32)CSC(C)(C)C4)c1=O	1.0%	11
CCN(CC(=O)NCc1cccs1)S(=O)(=O)c1ccc([N+](=O)[O-])cc1	0.0%	2
Cn1c(Cc2csc(N)n2)nnc1SCC(=O)NCc1ccccc1	5.1%	36
CC(C)(C)C(=O)N=C1SC2CS(=O)(=O)CC2N1c1ccc2c(c1)OCO2 (stereo not drawn)	1.6%	5
CCOC(=O)c1c(-c2ccc(C)o2)csc1NC(=O)COC(=O)c1cccs1	2.6%	16
CS(=O)(=O)N(Cc1ccc(Cl)cc1)c1ccc(C(=O)NCCSCc2ccco2)cc1	4.0%	.
CCc1nnc(NC(=O)CSc2nccn2-c2cc(C)cc(C)c2)s1	2.8%	-8
C=CCNC(=S)NCc1ccc(CNC(=S)NCC=C)cc1	-0.4%	9
CCCC(=O)Nc1ccc2nc(SCC(=O)Nc3nccs3)sc2c1	.	14
COc1cccc(/C=C2\SC(N)=NC2=O)c1OS(=O)(=O)c1ccccc1	-0.3%	12
CCNS(=O)(=O)c1ccc2nc(NC(=O)c3cccnc3)sc2c1	2.4%	4
CC1(C)CSC(=S)N1S(=O)(=O)c1ccccc1	-2.9%	-6
Cc1ccc(CNC(=O)CNS(=O)(=O)c2cccc3nsnc23)cc1	-4.6%	5
COc1cc(NC(=S)NC(=O)c2ccccc2C)ccc1NC(=O)c1cccs1	-3.0%	17

Screening results from PubChem BioAssay.
